EBNA-1 inh: EBNA-1 DNA-binding inhibitors, primary screen, biochemical, fluorescence polarization. inhibition, % at 14.8 µM. 300,000 compounds, 0.34% hits. AID 1950, 2009; in the data active = inhibition above about 28%
PAFAH1B2 inh: PAFAH1B2 enzyme inhibitors, primary screen, biochemical, fluorescence polarization, human; Platelet-activating factor acetylhydrolase IB subunit alpha2 (Homo sapiens), P68402; recombinant PAFAH1B2, FP-rhodamine activity probe; inhibition, % at 3.39 µM; 340,000 compounds, 1.2% hits; AID 492953, 2010;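 active = inhibition above the mean of all tested compounds plus 3 SD, cut at about 24% in these data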;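 note: 0% = enzyme with DMSO and 100% = wells lacking PAFAH1B2; many of its hits are not listed in these tables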
Target sequence (P68402 whole entry, looked up): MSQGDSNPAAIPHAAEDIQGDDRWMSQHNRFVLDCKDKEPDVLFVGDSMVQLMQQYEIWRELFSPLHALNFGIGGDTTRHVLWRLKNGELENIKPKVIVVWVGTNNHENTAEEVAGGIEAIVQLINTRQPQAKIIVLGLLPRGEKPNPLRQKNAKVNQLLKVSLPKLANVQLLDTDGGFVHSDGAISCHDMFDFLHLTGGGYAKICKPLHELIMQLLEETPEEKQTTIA
PAFAH1B3 inh: PAFAH1B3 enzyme inhibitors, primary screen, biochemical, fluorescence polarization, human. Platelet-activating factor acetylhydrolase IB subunit alpha1 (Homo sapiens), Q15102. recombinant PAFAH1B3, FP-rhodamine probe. inhibition, % at 3.39 µM. 340,000 compounds, 0.28% hits;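 active = inhibition above the screen-wide average of all tested compounds plus 3 SD, cut at about 25% in these data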;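 note: 0% = enzyme with DMSO only and 100% = wells lacking PAFAH1B3 protein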
Target sequence (Q15102 whole entry, looked up): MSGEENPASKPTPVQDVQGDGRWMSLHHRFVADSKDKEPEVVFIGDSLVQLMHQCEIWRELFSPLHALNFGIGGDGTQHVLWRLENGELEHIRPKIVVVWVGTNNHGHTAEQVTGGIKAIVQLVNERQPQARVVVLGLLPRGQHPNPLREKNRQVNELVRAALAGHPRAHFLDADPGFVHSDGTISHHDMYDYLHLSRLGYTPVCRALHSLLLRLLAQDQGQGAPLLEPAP
PAFAH2 inh: PAFAH2 enzyme inhibitors, primary screen, biochemical, fluorescence polarization, human. recombinant PAFAH2, FP-rhodamine activity probe. inhibition, % at 3.39 µM. AID 492956, 2010. 340,000 compounds, 0.99% hits;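 active = inhibition above the mean over all tested compounds plus 3 SD, cut at about 30% in these data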;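 note: inhibitors block probe labeling of enzyme so polarization drops; 0% = enzyme with DMSO and 100% = wells lacking PAFAH2 protein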
LYPLA1 counter: LYPLA1 inhibitors, primary screen, counter-screen for PME1 inhibitor project, biochemical, fluorescence polarization, FP-Rh probe ABPP. 320,000 compounds, 0.16% hits. inhibition, % at 5.9 µM. recombinant LYPLA1;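 active = inhibition above the mean of all tested compounds plus 3 SD, set per campaign, cut at about 14% in these data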;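 note: inhibitors block serine hydrolase probe labeling of LYPLA1 so polarization falls; 0% = enzyme with DMSO and 100% = wells lacking LYPLA1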
Target sequence (O75608 whole entry, looked up): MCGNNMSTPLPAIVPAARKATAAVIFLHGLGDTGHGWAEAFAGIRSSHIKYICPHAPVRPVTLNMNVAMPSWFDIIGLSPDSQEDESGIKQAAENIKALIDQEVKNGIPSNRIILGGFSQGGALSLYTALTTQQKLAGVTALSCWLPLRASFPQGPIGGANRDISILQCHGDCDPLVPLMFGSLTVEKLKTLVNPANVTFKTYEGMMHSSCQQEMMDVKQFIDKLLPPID
PREPL inhibitor: PREPL enzyme inhibitors, primary screen, biochemical, fluorescence polarization. Prolyl endopeptidase-like (Homo sapiens), Q4J6C6. recombinant PREPL, fluorescence polarization activity-based probe. inhibition, % at 5.96 µM. 320,000 compounds, 0.68% hits; in the data active = inhibition above about 43%;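 note: 0% = enzyme with DMSO and 100% = wells lacking enzyme; many of its hits are not listed in these tables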
ZTA DNA inh: counter-screen for EBNA-1 inhibitors: inhibitors of Epstein-Barr virus ZTA; AID 2234; 320,000 compounds, 0.15% hits; inhibition, % at 11 µM; ZTA-DNA binding, fluorescence polarization; P03206; in the data active = inhibition above about 33%
pPAFAH FP inh: pPAFAH enzyme inhibitors, primary screen, biochemical, fluorescence polarization, human; Platelet-activating factor acetylhydrolase (Homo sapiens), Q13093; recombinant pPAFAH, FP-rhodamine probe fluorescence polarization; inhibition, % at 3.39 µM; 330,000 compounds, 1.5% hits; AID 463082, 2010;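 active = inhibition above the mean inhibition across the screen plus 3 SD, cut at about 25% in these data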;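 note: inhibitors block binding of the rhodamine activity-based probe so polarization drops; 0% = enzyme with DMSO and 100% = wells lacking pPAFAH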
LYPLA2 inh: LYPLA2 inhibitors, primary screen, counter-screen for PME1 inhibitor project, biochemical, fluorescence polarization, FP-Rh probe ABPP; recombinant LYPLA2; inhibition, % at 5.9 µM; 320,000 compounds, 0.38% hits; AID 2177, 2009;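 active = inhibition above the screen-wide mean plus 3 SD, limit set per campaign, cut at about 26% in these data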;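 note: 0% = LYPLA2 with DMSO and 100% = wells lacking LYPLA2 enzyme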
Target sequence (O95372 whole entry, looked up): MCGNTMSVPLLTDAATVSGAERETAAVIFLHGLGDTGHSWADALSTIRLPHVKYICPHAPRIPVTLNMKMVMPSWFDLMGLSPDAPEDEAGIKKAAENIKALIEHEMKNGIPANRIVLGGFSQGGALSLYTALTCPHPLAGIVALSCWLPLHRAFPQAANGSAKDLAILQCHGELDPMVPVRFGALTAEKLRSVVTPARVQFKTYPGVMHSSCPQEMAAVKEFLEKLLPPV
The depositor's hits bear a star; nt = not tested or not shown. An excerpt; count on the stated rates, not on these rows.

SMILES	EBNA-1 inh	PAFAH1B2 inh	PAFAH1B3 inh	PAFAH2 inh	LYPLA1 counter	PREPL inhibitor	ZTA DNA inh	pPAFAH FP inh	LYPLA2 inh
CC(C)OC(=O)CSc1nnc(-c2cnccn2)n1C	5.3	6.0	7.8	4.5	-1.1	-1.0	-0.3	1.3	5.4
O=[N+]([O-])/C(N=Nc1ccccc1)=N\Nc1ccccc1	-16.9	1.7	4.2	11.3	1.5	-8.3	14.4	-2.5	0.1
CCN(CC)c1nc(-c2ccccc2)ncc1S(=O)(=O)c1ccc(C)cc1	4.6	-1.2	5.1	0.8	1.2	14.0	0.6	-0.1	-5.0
Cc1ccc(C(O)CSc2nnc(-c3ccc4ccccc4c3)n2C)cc1 (centres undefined)	5.9	2.4	5.6	-1.4	-0.8	-28.3	0.6	7.1	4.9
Cc1cccc(C)c1NC(=O)CSc1nnc(-c2cccnc2)o1	1.3	-2.7	7.9	0.2	2.9	-8.1	7.6	6.1	6.9
NNC(=O)CSc1nc(-c2ccccc2)nc2c1CCCC2	1.5	-0.5	6.5	-2.3	1.0	0.8	0.9	4.2	-4.0
Cc1c(C2C(C#N)=C(N)N(c3cccc([N+](=O)[O-])c3)C3=C2C(=O)CCC3)cnn1C (centres undefined)	1.9	nt	nt	nt	0.5	2.9	-8.4	1.7	2.4
N/C(=N\OC(=O)c1ccc(Cl)c(Cl)c1)c1cccc(CSc2ccccn2)c1	2.6	-0.7	4.4	-10.4	-1.3	1.3	-6.5	1.6	-5.4
O=C1N(Cc2cccnc2)C[C@@H]2C[C@@H](c3ccc(C(F)(F)F)cc3)N3CCC[C@@]123	2.6	-6.7	6.0	-9.5	-1.7	1.8	1.1	1.9	3.1
CCn1c(C)[n+](CC)c2ccc(S(=O)(=O)NC)cc21	-6.9	9.3	10.8	11.3	-3.5	15.2	-11.3	-5.6	-2.7
Cc1cc2cc(C)c3nnc(SCC(=O)Nc4ccc(S(=O)(=O)N5CCCCC5)cc4)n3c2cc1C	5.2	-0.8	-0.1	-6.8	-5.2	-0.1	19.1	-3.8	-8.6
Cc1nnc(NC(=O)c2ccc(C)c(S(=O)(=O)N3CCCCCC3)c2)s1	-11.3	3.0	4.2	-13.8	-5.3	8.2	-10.4	-6.0	-4.7
CCOC(=O)N1CCN(c2cc(=O)n(-c3ccccc3Cl)c(=O)[nH]2)CC1	5.9	-3.9	-0.7	12.0	-1.2	0.7	1.6	3.5	-0.5
CCCCn1c(N)c(N(C(=O)CSc2nnc(C)n2-c2ccccc2)C2CCCC2)c(=O)[nH]c1=O	nt	-6.5	4.3	1.4	-2.6	6.6	0.1	1.4	-2.2
COC(=O)CN1CCN(C(=O)c2ccco2)CC1	-6.6	2.1	7.4	-4.1	-7.7	11.8	-9.9	-0.9	-1.5
N#CCC(=O)N1CCN(Cc2ccc3c(c2)OCO3)CC1	11.7	nt	nt	nt	2.1	6.1	10.1	1.5	0.1
O=C1CCCN1CC(O)CS(=O)(=O)Cc1ccc(Cl)cc1 (centres undefined)	-13.2	nt	nt	nt	1.7	9.8	-2.9	5.5	2.3
CCOC(=O)Cc1csc(NC(=O)CSc2nnc(-c3ccc(OC)cc3)n2C)n1	-1.9	5.2	3.3	-8.6	4.2	-1.8	-21.6	6.4	5.5
COc1cc2c(=O)n(Cc3ccccc3)c(=O)n(CC(=O)NCCc3ccccc3)c2cc1OC	9.7	4.9	6.4	1.6	-0.7	1.8	14.5	-0.5	-1.2
CC1(C)CC(=O)C2=C(C1)N(c1ccc(F)cc1)C(=O)NC2(C(F)(F)F)C(F)(F)F	-1.2	6.0	4.6	-0.1	0.8	6.8	-5.0	3.9	2.5
O=C1CCCN1CC(O)CS(=O)(=O)Cc1ccc(Cl)cc1Cl (centres undefined)	-23.9	0.6	-2.3	5.8	0.5	8.7	3.0	-0.5	2.9
Cc1cc(C)c(NC(=O)C2CCCN2CCC(C)C)c(C)c1 (centres undefined)	15.2	5.0	-4.4	-3.6	-3.1	-1.2	-3.5	2.3	3.2
CCOc1ccccc1-n1cnc(C#N)c1N	-5.5	2.5	0.9	1.9	-3.9	24.9	-15.4	0.7	-1.4
C/C(=N\N1CCN(c2ccccc2)CC1)c1ccncc1	8.9	2.9	1.3	3.5	4.1	13.0	-0.7	1.4	8.1
COc1ccccc1C(=O)Nc1nnc(S(=O)(=O)N2CCCCC2)s1	8.3	3.6	5.6	5.6	-4.5	-7.5	12.5	5.8	-3.2
CCCN(CCC)S(=O)(=O)c1ccc(NC(=O)C2CCCO2)cc1 (centres undefined)	4.3	5.2	5.2	-7.2	-2.2	-2.1	-0.7	3.9	1.5
COc1ccc(Nc2nc(C)nc3c2oc2ccccc23)c(OC)c1	0.3	-0.9	-1.0	0.5	1.4	24.1	39.2*	2.4	3.9
COC(c1ccccc1)c1nnc(CCC(=O)N(C)Cc2cccc(-n3cccn3)c2)o1 (centres undefined)	3.5	5.2	8.2	4.2	0.6	-2.0	11.2	-0.6	-1.6
Cc1c(C(=O)OC/C(O)=C(\C#N)c2nc3ccccc3[nH]2)oc2ccccc12	-1.4	1.4	2.3	-1.7	-9.3	1.8	-9.4	9.4	-13.1
COc1ccc(NC(=O)CSc2nccn2Cc2ccc(F)cc2)c(OC)c1	0.8	3.8	1.9	1.1	3.2	4.4	-0.6	-2.3	6.3

Compounds above that have a CF3 group:
SMILES	EBNA-1 inh	PAFAH1B2 inh	PAFAH1B3 inh	PAFAH2 inh	LYPLA1 counter	PREPL inhibitor	ZTA DNA inh	pPAFAH FP inh	LYPLA2 inh
O=C1N(Cc2cccnc2)C[C@@H]2C[C@@H](c3ccc(C(F)(F)F)cc3)N3CCC[C@@]123	2.6	-6.7	6.0	-9.5	-1.7	1.8	1.1	1.9	3.1
CC1(C)CC(=O)C2=C(C1)N(c1ccc(F)cc1)C(=O)NC2(C(F)(F)F)C(F)(F)F	-1.2	6.0	4.6	-0.1	0.8	6.8	-5.0	3.9	2.5

(more compounds)
SMILES	EBNA-1 inh	PAFAH1B2 inh	PAFAH1B3 inh	PAFAH2 inh	LYPLA1 counter	PREPL inhibitor	ZTA DNA inh	pPAFAH FP inh	LYPLA2 inh
CCC1NC(=O)c2ccccc2N1c1cccc(Cl)c1 (centres undefined)	-7.1	4.8	-2.9	1.1	-0.6	-42.6	-6.2	4.8	-5.8
O=C(Nc1cccc(-c2nnc(-c3ccccc3)o2)c1)C1CCCO1 (centres undefined)	5.1	-0.1	3.5	-2.4	-0.3	-0.6	1.0	1.5	3.4
O=C(CSc1nnc(-c2cccnc2)n1-c1ccccc1)N1CCN(c2ccc(F)cc2)CC1	11.2	6.4	-0.2	1.9	1.1	36.0	13.6	6.1	-2.4
COc1ccc(OCC(=O)NC(=S)Nc2ccc(N3CCOCC3)c(Cl)c2)cc1	-8.8	5.9	4.3	12.8	-2.2	13.0	-11.3	4.8	4.7
CN1CCCCc2c1nc1ccccc1c2N (tested in a mixture with another compound)	-14.0	0.2	2.6	9.8	1.0	10.1	-5.9	3.2	6.5
CC(C)c1ccc(N(CC(=O)NC2CCCCC2)C(=O)CNC(=O)c2ccco2)cc1	-1.8	6.0	14.9	6.3	-2.7	4.6	-22.4	5.4	2.5
CCN(CC)CCCN(Cc1cc2cc(OC)ccc2[nH]c1=O)C(=O)Nc1ccc(F)cc1	-5.0	0.0	3.6	-1.0	3.8	-0.8	-14.3	-3.8	0.8
Cc1noc(C)c1C(=O)Nc1ccc(F)cc1	3.1	0.4	6.2	-3.8	-0.7	-6.9	4.0	1.0	-2.0
O=c1c2ccccc2ncn1-c1cccc([N+](=O)[O-])c1	0.1	2.3	3.8	-1.8	-0.5	0.4	-5.1	2.5	-2.9
N#Cc1cc(Oc2cccnc2)c(Oc2cccnc2)cc1C#N	-11.1	-0.4	0.8	7.0	0.1	-7.5	9.8	3.2	-2.9
COc1ccc(C(=O)N/C(=C/c2cccnc2)C(=O)N2CCN(C)CC2)cc1OC	-18.3	2.4	2.4	4.6	0.5	-5.9	11.1	-3.8	-7.7
CN1CCOc2cc(S(=O)(=O)NCc3ccc(S(N)(=O)=O)cc3)ccc21	-8.6	4.0	7.7	1.3	0.8	17.8	-12.8	-1.6	3.3
CCOC(=O)N1CCN(C(=O)c2ccccc2NS(=O)(=O)c2ccc(C)cc2)CC1	-10.2	-1.9	7.6	6.4	-1.6	3.7	-13.9	1.6	-5.4
S=c1[nH]nc(-c2ccc(Cl)cc2)n1CCCN1CCOCC1	5.3	2.9	7.6	-1.1	-2.2	0.4	5.8	4.9	-0.9
COc1ccc(C)cc1NC(=O)CN1CCN(S(=O)(=O)c2ccc(C(C)C)cc2)CC1	-12.1	0.0	2.7	-0.3	-0.1	11.2	0.1	1.7	1.1
Cc1cccc(-n2c(SCC(=O)N3CCCC3)nc3n[nH]c(C)c3c2=N)c1	-3.6	5.4	2.7	7.8	-3.5	17.5	4.2	-2.0	-1.4
O=C(N/N=C/c1cccnc1)c1ccc([N+](=O)[O-])cc1	8.5	4.0	-0.6	-1.2	-2.3	4.8	19.2	4.8	4.3
Cc1cc(C)c(NC(=O)CCCSc2nnc(N)s2)c(C)c1	0.8	0.1	3.4	2.0	-0.3	5.4	4.0	5.2	0.8
CCc1cc(C(=O)NCC(C)(C)N2CCOCC2)sc1C	-6.4	4.5	-1.2	4.0	-2.6	9.2	-3.8	-6.5	-4.9
O=C1NC2(CCCC2)C(=O)N1Cc1cc(=O)n2ccsc2n1	3.4	nt	nt	nt	5.2	1.0	10.3	3.9	1.0
Cc1cccc(-c2noc(CNC(=O)Nc3ccc(F)cc3)n2)c1	4.0	0.1	2.8	-1.3	-6.7	1.3	-8.9	0.2	-2.3
C#CCOCCOCCOCCNc1nc(N2CCN(C(=O)[C@H](C)n3cc(CCCN=C(N)N)nn3)CC2)nc(N2CCN(C(=O)[C@H](C)n3cc(CCCN=C(N)N)nn3)CC2)n1	-6.5	6.4	5.4	5.8	-0.4	30.8	9.0	-2.0	-0.3
COc1cccc(C2C(C#N)=C(N)Oc3c2oc(CO)cc3=O)c1 (centres undefined)	7.9	4.0	5.8	2.1	2.9	2.3	-8.4	0.9	-0.7
CCOC(=O)CNC(=O)CSc1ncnc2c1cnn2-c1ccc(Cl)cc1	-2.0	0.2	-2.9	-8.2	-7.0	3.0	-23.9	2.5	7.4
O=C(CSC(=S)N1CCOCC1)c1cc2ccccc2oc1=O	-0.4	2.9	2.8	10.9	1.1	18.8	10.7	22.1	10.3
O=C(CC1CCCCC1)OCn1nnc2ccccc2c1=O	8.8	2.0	-3.6	8.5	-3.6	1.7	-0.8	4.2	-1.1
CC(NC(=O)CCc1nnc(CCCc2ccccc2)o1)c1ccccc1 (centres undefined)	5.0	17.2	3.8	2.2	0.7	7.2	-21.0	4.5	5.1
Cc1ccsc1/C=N/n1c(C2CCCCC2)n[nH]c1=S	1.9	0.4	4.2	8.5	0.2	-3.0	0.1	1.6	3.9
O=C(OCc1cn(-c2ccc(Cl)c(Cl)c2)nn1)c1ccccc1	-6.7	1.3	2.7	78.5*	-4.6	13.8	3.6	2.8	-4.7

Screens: PubChem BioAssay, The Scripps Research Institute Molecular Screening Center
